# Assay outcomes from PubChem.
# TrxR1 inh = inhibitors of rat thioredoxin reductase 1; O89049; recombinant rTrxR1, NADPH fluorescence consumption, selenite substrate; Potency, µM (doses to about 114 µM), for the others: at the top dose activity change, negative = inhibition, most hits filed as inhibitors; 390,000 compounds, 1% hits; further: on the % scale 0 is the no-effect control and ±100 the full control effect; nearly all actives have a fitted effect of over 65% in size
# Target sequence (O89049 whole entry, looked up): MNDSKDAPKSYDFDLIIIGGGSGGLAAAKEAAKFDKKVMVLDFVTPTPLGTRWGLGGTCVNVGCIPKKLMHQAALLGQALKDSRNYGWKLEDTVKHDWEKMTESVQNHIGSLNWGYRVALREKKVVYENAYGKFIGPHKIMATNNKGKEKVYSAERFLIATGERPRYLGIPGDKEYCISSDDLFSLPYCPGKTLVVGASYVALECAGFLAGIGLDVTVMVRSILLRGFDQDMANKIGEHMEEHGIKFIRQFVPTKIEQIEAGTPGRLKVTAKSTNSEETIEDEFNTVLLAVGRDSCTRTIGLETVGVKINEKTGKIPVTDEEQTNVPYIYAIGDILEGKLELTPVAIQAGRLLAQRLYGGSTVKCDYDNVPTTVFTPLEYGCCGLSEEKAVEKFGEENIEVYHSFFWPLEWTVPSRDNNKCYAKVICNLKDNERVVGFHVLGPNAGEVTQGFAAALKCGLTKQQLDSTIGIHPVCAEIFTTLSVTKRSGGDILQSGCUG
#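 Rat TrxR1 (90 nM in the dispensed reagent) was pre-reduced with 400 uM NADPH for 5 min at room temperature, then incubated with compound for 15 min. After 400 uM selenite was added, NADPH fluorescence (Ex 340/Em 450 nm) was followed for 8 min.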
# RXFP1 agonist = activates the human relaxin receptor RXFP1. Potency, µM (top dose mostly 57.5 µM), without a hit: at the highest dose activation, most hits filed as activators. HEK293T-RXFP1 cAMP TR-FRET, 30 min; response scale: percent of porcine relaxin response, buffer zero. 370,000 compounds, 0.3% hits. AID 2676. Q9HBX9; further: on the % scale 0 is the no-effect control and ±100 the full control effect; nearly all actives have a fitted effect of over 60% in size; many of its hits are not listed in these tables
#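 Agonist response is measured as cAMP accumulation in an RXFP1-transfected HEK293T line under PDE4 inhibition. Values are scaled between buffer-only and 29 nM porcine relaxin, and EC50s come from standard Hill equation fits.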
# ALOX12 inh = ALOX12 (human) lipoxygenase inhibition | P18054 | purified 12hLO, xylenol orange hydroperoxide absorbance | Potency, µM (titrated, usually from 108 µM), inactives show at the highest dose activity change, negative = inhibition, usual class: inhibitors | 580,000 compounds, 1.1% hits | AID 1671190; further: on the % scale 0 is the no-effect control and ±100 the full control effect
#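 Hydroperoxide product was detected by ferrous iron/xylenol orange as the 573 to 405 nm absorbance ratio. Arachidonic acid at 40 uM (final) was turned over for 30 min at room temperature by 150 nM human 12hLO, pH 7.0 Hepes buffer, after 15 min compound preincubation.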
# USP1-UAF1 inh = blocks the human USP1/UAF1 deubiquitinase complex. O94782. recombinant USP1/UAF1, Ub-Rhodamine cleavage fluorescence. Potency, µM (top dose mostly 57.1 µM), inactives show top-dose activity change, negative = inhibition, hits mostly inhibitors. 390,000 compounds, 0.23% hits. AID 743255; further: on the % scale 0 is the no-effect control and ±100 the full control effect; nearly all actives have a fitted effect of over 60% in size; inactives centre near -12
#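 USP1/UAF1 complex at 1 nM was preincubated with compound for 15 min at room temperature, then Ub-Rho substrate (150nM final) was added. Fluorescence (480/540 nm) was read kinetically, 6 reads every 60 seconds.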
# TrxR1 substrate = substrates of rat thioredoxin reductase 1 | Potency, µM (titrated, usually from 114 µM), for the others: top-dose activity change, negative = substrate turnover | AID 588456 | 390,000 compounds, 0.01% hits | purified TrxR1 substrate turnover, NADPH consumption readout; further: on the % scale 0 is the no-effect control and ±100 the full control effect; nearly all actives have a fitted effect of over 50% in size
#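 Rat TrxR1, dispensed at 90 nM, was prereduced with 400 uM NADPH (final) for 5 min at ~22 deg C, then incubated with compound 15 min before 400 uM selenite. A first-read NADPH fluorescence drop versus no-compound background flagged substrates.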
# Vif-A3F inh = inhibitors of Vif-A3F interaction; Potency, µM (top dose mostly 46.1 µM), for the others: at the top dose activity, negative = active; 390,000 compounds, 0.2% hits; HeLa A3F-eYFP + Vif (tagged APOBEC3F with the HIV-1 protein that degrades it), YFP fluorescence increase; AID 602313; further: % of control where 0% means no effect; nearly all actives have a fitted effect of over 65% in size
#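 HeLa cells stably expressing Vif plus C-terminally eYFP-tagged A3F were seeded, incubated overnight at 37 deg C, dosed with compound, incubated overnight again at 37 deg C. Yellow fluorescence (Ex 488/Em 500-530) reported blocked Vif-mediated A3F-eYFP degradation.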
# RGS4 inhibitor = blocks human RGS4-accelerated GTP hydrolysis | P49798 | Transcreener GDP fluorescence polarization, RGS4-accelerated GTP hydrolysis | Potency, µM (highest dose often 114 µM), for the others: at the top dose activity change, negative = inhibition, hits mostly inhibitors | 390,000 compounds, 0.039% hits; further: on the % scale 0 is the no-effect control and ±100 the full control effect; nearly all actives have a fitted effect of over 75% in size; some results filed as inactive show a strong effect at the top dose
# Target sequence (P49798 whole entry, looked up): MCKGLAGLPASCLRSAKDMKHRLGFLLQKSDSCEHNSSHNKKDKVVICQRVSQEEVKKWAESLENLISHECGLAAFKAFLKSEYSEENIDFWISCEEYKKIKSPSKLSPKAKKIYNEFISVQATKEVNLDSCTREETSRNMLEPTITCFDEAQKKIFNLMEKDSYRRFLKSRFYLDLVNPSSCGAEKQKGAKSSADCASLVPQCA
#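 MLSMR compounds (23 nl, pin-transferred) preincubated 10 min at room temperature with a 500nM (2x) first reagent, then RGS4 at 900nM (2x) plus Transcreener GDP mix added; fluorescence polarization (620/688 nm) read before and after 90 min at 30 °C.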
# Vif-APOBEC3G blk = blocks the Vif interaction with human APOBEC3G | Q9HC16 | HeLa A3G-eYFP + Vif (tagged APOBEC3G with the HIV-1 protein that degrades it), YFP fluorescence, overnight | Potency, µM (doses to about 46.1 µM), for the others: at the top dose activity, negative = active, usual class: inhibitors | 410,000 compounds, 0.076% hits | AID 602310;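 further: on the % scale 0 is the no-effect control and ±100 the full control effect; nearly all actives have a fitted effect of over 60% in size; hits raise eYFP signal because A3G escapes Vif-driven loss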
#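 Read-out is eYFP fluorescence (Ex 488/Em 500-530) from Vif-expressing HeLa A3G-eYFP cells; more signal means A3G escaped Vif-mediated degradation. Cells plated overnight, compound pinned in, incubated overnight at 37 deg C.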
# mIDH1 inhibitor = human IDH1 R132H inhibition; O75874; IDH1-R132H enzyme, NADPH consumption, diaphorase/resazurin fluorescence; Potency, µM (series often up to 76.6 µM), for the others: at the top dose activity change, negative = inhibition, most hits filed as inhibitors; 390,000 compounds, 0.093% hits; further: on the % scale 0 is the no-effect control and ±100 the full control effect; nearly all actives have a fitted effect of over 65% in size
#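 IDH1-R132H (0.5 ug/mL dispensed) in pH 7.5 Tris buffer was preincubated 30 min with compound, then given a substrate mix of 0.016 mM NADPH and 2 mM alpha-KG for 80 min at room temperature; remaining NADPH was read by diaphorase/resazurin fluorescence.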
# * marks the source's active call; other numbers are inactive results; ? = inconclusive; . = no result given; & = joins results of further samples; [ ] = remark or other dose. The call rests on the fitted dose curve; in most records, active means well fitted curve in the direction sought with a large enough effect; inconclusive means small, poorly fitted or top-dose-only effect, or another doubt; inactive means no such curve, though single readings can be large; an effect the other way counts as inactive or inconclusive. Potency means the concentration at half of the fitted maximal effect. A portion of the library. The share of hits here may be higher or lower than overall.
SMILES,TrxR1 inh,RXFP1 agonist,ALOX12 inh,USP1-UAF1 inh,TrxR1 substrate,Vif-A3F inh,RGS4 inhibitor,Vif-APOBEC3G blk,mIDH1 inhibitor
Cc1ccc(S(=O)(=O)NCC(=O)N2CCCCC2)cc1,12%,2.1%,1%,-4%,7%,5%,-4%,-4%,15%
CCOc1ccc(-c2nc(N)ncc2Oc2ccc(OC)cc2)c(O)c1,-5%,0.5%,16µM*,-6%,-10%,1%,-25%,-5%,-5%
COc1ccc(-c2nc3c(c(SCc4ccc(Br)cc4)n2)Cc2c(CO)cnc(C)c2O3)cc1,12%,-0.1%,?,-18%,4%,-2%,23%,2%,-12%
CCn1ccc2cc(S(=O)(=O)N3CCCN(C(=O)Nc4ccccc4F)CC3)ccc21,8%[57.1 µM],0.1%,0%,-15%,1%[57.1 µM],-3%,5%,1%,-7%
O=C(c1ccccc1)N1N=C(c2ccccc2O)CC1c1ccc(Br)cc1 (stereo not given),12%,4.7%,0%,-24%,-8%,1%,4%,0%,0%
O=C(Cc1ccc(Cl)cc1)NCCN1CCCC1,-11%,-0.7%,0%,-12%,-5%,-9%,-11%,2%,2%
O=C(NC1CC1)C1CCN(c2ccc(S(=O)(=O)N3CCOCC3)cc2)CC1,21%,2.0%,23%,-16%,2%,-12%,-2%,-1%,15%
CCOc1ccc(NC(=O)C2CCN(S(=O)(=O)c3ccc4c(c3)NC(=O)C(C)S4)CC2)cc1 (stereo not given),15%,-3.3%,-3%,-24%,6%,-25%,13%,3%,0%
CCCCN(C1CCS(=O)(=O)C1)S(=O)(=O)c1ccc(C(C)C)cc1 (stereo not given),0%,1.5%,4%,-21%,-7%,9%,-48%,-1%,6%
Cn1c(=O)n(C)c2cc(N3CCCCC3)c(NC(=O)c3ccc(Cl)cc3)cc21,7%,-0.8%,-10%,-18%,-3%,-2%,-4%,6%,10%
Cc1cccc(-n2nc3c([n+]2[O-])CCc2nonc2-3)c1C,8%,3.9%,0%,-6%,1%,5%,14%,-2%,-2%
COc1cccc(NC(=O)CSc2nc3c(oc4ccccc43)c(=O)[nH]2)c1,-13%,3.0%,-2%,2%,-11%,0%,-1%,-17%,0%
O=C(C1CCN(c2ncnc3c2nc2n3CCCCC2)CC1)N1CCN(c2ccc(F)cc2)CC1,36%&7%,0.6%&6.1%,?,-7%&-6%,11%&1%,4%&0%,19%&1%,5%&4%,8%&-4%
COc1ccc(S(=O)(=O)N(Cc2ccccc2)c2ccccc2C(=O)N2CCOCC2)cc1,7%[57.1 µM],1.5%,-2%,6%,-6%,-20%,15%,?,5%
Nc1ccc(-c2nc3ccc(C(=O)O)cc3s2)cc1,?,13%,-15%,-21%,.,-1%,-20%,0%,1%
CC(C)(C)C(=O)NC1=NCCS1,7%[57.1 µM],-0.3%,-15%,-23%,7%[57.1 µM],0%,6%,-2%,2%
CCc1ccc(C2CC(c3ccc(F)cc3)Nc3nc(N)nn32)cc1 (stereo not given),8%[57.1 µM],0.2%,-2%,-14%,0%[57.1 µM],1%,2%,-1%,11%
COc1ccc(NC(=O)C2CC(=O)N(c3cccc(C)c3C)C2)cc1 (stereo not given),9%,0.2%,?,-5%,-1%,-1%,12%,2%,3%
COC(=O)c1cc(-c2ccc(OC)cc2)nc2nc(SC)[nH]c(=O)c12,14%,0.3%,-4%,-30%,41%[activator][0.457 µM],-20%,-52%,-4%,9%
Cc1cccc(CSc2cn(CC(=O)N3CCCCCC3)c3ccccc23)c1,19%,-3.0%,5%,-14%,-6%,2%,26%,2%,-1%
O=C(Nc1ccc(F)cc1)Nc1cc(S(=O)(=O)N2CCOCC2)ccc1N1CCCC1,9%[57.1 µM],0.2%,.,-10%,-6%,-3%,4%,-1%,1%
Cc1ccc(C(C)C)c(OCC(=O)Nc2c(C(=O)c3ccc(F)cc3)oc3ccccc23)c1,18%,4.2%,2%,?,0%,-2%,5%,0%,-5%
Cc1cccn2c(=O)c(/C=C(\C#N)C(=O)NCc3ccco3)c(N3CCCC(C)C3)nc12 (stereo not given),-14%,-1.3%,-10%,-13%,5%[0.457 µM],-1%,-20%,4%,-3%
Cc1cccc(C)c1NC(=O)Cn1c(=O)n(Cc2ccccc2)c(=O)c2c(C)c(C(=O)N(C)C)sc21,11%[57.1 µM],0.5%,?,-4%,-2%[57.1 µM],-1%,19%,1%,-6%
CC(C)CC(=O)NCc1ccc(F)cc1,-15%,0.2%,64%[activator][57.4 µM],-5%,-9%,-13%,12%,1%,3%

# (listing goes on)
SMILES,TrxR1 inh,RXFP1 agonist,ALOX12 inh,USP1-UAF1 inh,TrxR1 substrate,Vif-A3F inh,RGS4 inhibitor,Vif-APOBEC3G blk,mIDH1 inhibitor
Cc1cc2occ(CC(=O)NC3(C)CCS(=O)(=O)C3)c2cc1C (stereo not given),34%,0.4%,-7%,-12%,8%,-16%,16%,-3%,5%
COC(=O)c1c(NS(=O)(=O)c2ccccc2)csc1C,-2%[57.1 µM],2.3%,?,1%,-7%[57.1 µM],9%,6%,0%,26%
O=C(C[n+]1cccc(Br)c1)c1ccc(-c2ccccc2)cc1,-2%&-3%,1.3%,-2%,-12%,2%&7%,-14%,10%,3%&1%,-6%
CCOCCCNC(=O)c1ccc(-n2c(=S)[nH]c3ccccc3c2=O)cc1,12%[57.1 µM],-1.4%,8%,-18%,2%[57.1 µM],-7%,-21%,0%,9%
COc1ccc(CNC(=O)C(C)OC(=O)C23CC4CC(CC(O)(C4)C2)C3)cc1 (stereo not given),14%,-6.0%,-19%,0%,5%,1%,-27%,1%,2%
Nc1ncc(Br)cc1S(=O)(=O)N1CCCCCC1,11%,-0.9%,2%,-12%,-2%,10%,9%,0%,0%
Cc1noc(C)c1S(=O)(=O)N1CCCC(C(=O)NCCc2ccccc2)C1 (stereo not given),-13%,2.5%,-6%,-4%,-6%,3%,-13%[11.4 µM],4%,-8%
O=C(CSc1nnnn1C1CCCC1)NCc1ccc2c(c1)OCO2,14%,0.3%,-5%,-7%,9%,-10%,23%,0%,3%
O=C(N/N=C/c1ccc(OC(F)F)cc1OC(F)F)c1ccc(Br)cc1,-2%,2.1%,0%,-9%,-9%,-13%,10%,-17%,-1%
Cc1ccccc1CS(=O)(=O)CCC(=O)NCc1ccccn1,4%,1.0%,386%[activator],-18%,1%,-14%,-18%,0%,10%
COC(=O)c1ccc(C2=NOC(C)(c3sc(-c4ccc(Cl)cc4)nc3C)C2)cc1 (stereo not given),17%,0.0%,1%,-10%,1%,6%,1%,0%,-3%[38.3 µM]
CCOC(=O)c1oc2ccccc2c1NC(=O)c1ccc2c(c1)OCO2,-4%,-2.0%,-1%,-5%,9%,0%,-27%,1%,6%
COc1ccc(-c2nc3cc(C)ccn3c2NC2CCCCC2)cc1SC1CCCCC1,9%,.,?,?,17%,?,2%,?,-16%
C[C@@H]1CN([C@H](C)CO)C(=O)c2cccc(NC(=O)NC3CCCCC3)c2O[C@@H]1CN(C)C(=O)Nc1ccc(C(F)(F)F)cc1,-14%,.,.,?,-13%,-22%,0%,-12%,-5%

# Among those listed so far, 6 contain an aryl thioether with sulfur outside any ring:
SMILES,TrxR1 inh,RXFP1 agonist,ALOX12 inh,USP1-UAF1 inh,TrxR1 substrate,Vif-A3F inh,RGS4 inhibitor,Vif-APOBEC3G blk,mIDH1 inhibitor
COc1ccc(-c2nc3c(c(SCc4ccc(Br)cc4)n2)Cc2c(CO)cnc(C)c2O3)cc1,12%,-0.1%,?,-18%,4%,-2%,23%,2%,-12%
COc1cccc(NC(=O)CSc2nc3c(oc4ccccc43)c(=O)[nH]2)c1,-13%,3.0%,-2%,2%,-11%,0%,-1%,-17%,0%
COC(=O)c1cc(-c2ccc(OC)cc2)nc2nc(SC)[nH]c(=O)c12,14%,0.3%,-4%,-30%,41%[activator][0.457 µM],-20%,-52%,-4%,9%
Cc1cccc(CSc2cn(CC(=O)N3CCCCCC3)c3ccccc23)c1,19%,-3.0%,5%,-14%,-6%,2%,26%,2%,-1%
O=C(CSc1nnnn1C1CCCC1)NCc1ccc2c(c1)OCO2,14%,0.3%,-5%,-7%,9%,-10%,23%,0%,3%
COc1ccc(-c2nc3cc(C)ccn3c2NC2CCCCC2)cc1SC1CCCCC1,9%,.,?,?,17%,?,2%,?,-16%
